MCL1-BIM inh: inhibitors of human MCL1 binding to BIM-BH3 peptide. Q07820. GST-MCL1 / FITC-Bim-BH3 fluorescence polarization. inhibition, % at 10.9 µM. 320,000 compounds, 0.68% hits. AID 2057;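 active = inhibition above the mean inhibition of all tested compounds plus 3 SD, set per campaign, cut at about 40% in these data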;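 also: 0% = DMSO wells and 100% = unlabeled Bim-BH3 peptide control; higher means more loss of mP so more displacement of Bim peptide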
Target sequence (Q07820 whole entry, looked up): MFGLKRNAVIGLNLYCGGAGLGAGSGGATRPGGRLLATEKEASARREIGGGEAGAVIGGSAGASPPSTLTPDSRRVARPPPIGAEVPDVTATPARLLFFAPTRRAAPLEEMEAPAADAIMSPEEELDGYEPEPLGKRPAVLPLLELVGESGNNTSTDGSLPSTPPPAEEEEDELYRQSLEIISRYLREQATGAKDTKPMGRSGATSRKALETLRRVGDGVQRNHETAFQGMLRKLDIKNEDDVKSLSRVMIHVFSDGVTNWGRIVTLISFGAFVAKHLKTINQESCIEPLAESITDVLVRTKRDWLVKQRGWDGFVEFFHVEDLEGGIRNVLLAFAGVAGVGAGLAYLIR
MEX-5 binding: C. elegans MEX-5 TCR-2 RNA binding activity | MEX-5/FITC-TCR2 RNA binding, fluorescence polarization; hits give low values | activity score (negative = inhibition of binding), % at 10 µM | 300,000 compounds, 0.38% hits | AID 1832 | Q9XUB2;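 active = inhibition past about -25% in most replicates, and total fluorescence under double the plate's negative control median, limit read from the data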;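 also: 0% = DMSO and -100% = 5 µM competing unlabeled TCR2 RNA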
CIT2 TOR yeast: modulators of TOR pathway CIT2-GFP in S. cerevisiae. AID 2029. S. cerevisiae CIT2-GFP strain, flow cytometry, 3 h; 100 means same as DMSO wells. GFP response vs DMSO, % at 10 µM. 320,000 compounds, 0.065% hits;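 active = GFP response relative to DMSO above a set limit, near the screen mean plus 3 SD, cut at about 150% in these data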;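 also: ratio of well median GFP fluorescence to mean of DMSO wells on the plate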
Fam108B inh: blocks mouse Fam108B hydrolase in RBBP9 counter-screen; inhibition, % at 9.51 µM; 300,000 compounds, 0.33% hits; recombinant Fam108B, FP-Rh probe fluorescence polarization;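 active = inhibition above the screen mean inhibition plus 3 SD, computed separately per campaign, cut at about 18% in these data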;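 also: inhibitors lower polarization as less probe binds the enzyme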
AGP1-GFP MLPCN: modulators of TOR pathway AGP1-GFP in S. cerevisiae. S. cerevisiae AGP1-GFP multiplex flow cytometry, 3 h; GFP as percent of DMSO wells. GFP response vs DMSO, % at 10 µM. 320,000 compounds, 0.02% hits;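 active = GFP response relative to DMSO above a set limit, near screen average plus 3 SD, cut at about 150% in these data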;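 also: median GFP channel fluorescence of the gated AGP1 strain per well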
GRK2 inh: human GRK2 inhibition via aptamer displacement; P25098; inhibition of aptamer binding, % at 10 µM; 330,000 compounds, 0.59% hits; bead flow cytometry, FAM-aptamer displacement from GRK2; AID 488847;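 active = inhibition of aptamer binding above 40%, roughly 3 SD of noise, on plates passing a quality check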;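 also: median bead fluorescence of bound FAM aptamer so fluorescent compounds give negative values; no value below 0 was filed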
Target sequence (P25098 whole entry, looked up): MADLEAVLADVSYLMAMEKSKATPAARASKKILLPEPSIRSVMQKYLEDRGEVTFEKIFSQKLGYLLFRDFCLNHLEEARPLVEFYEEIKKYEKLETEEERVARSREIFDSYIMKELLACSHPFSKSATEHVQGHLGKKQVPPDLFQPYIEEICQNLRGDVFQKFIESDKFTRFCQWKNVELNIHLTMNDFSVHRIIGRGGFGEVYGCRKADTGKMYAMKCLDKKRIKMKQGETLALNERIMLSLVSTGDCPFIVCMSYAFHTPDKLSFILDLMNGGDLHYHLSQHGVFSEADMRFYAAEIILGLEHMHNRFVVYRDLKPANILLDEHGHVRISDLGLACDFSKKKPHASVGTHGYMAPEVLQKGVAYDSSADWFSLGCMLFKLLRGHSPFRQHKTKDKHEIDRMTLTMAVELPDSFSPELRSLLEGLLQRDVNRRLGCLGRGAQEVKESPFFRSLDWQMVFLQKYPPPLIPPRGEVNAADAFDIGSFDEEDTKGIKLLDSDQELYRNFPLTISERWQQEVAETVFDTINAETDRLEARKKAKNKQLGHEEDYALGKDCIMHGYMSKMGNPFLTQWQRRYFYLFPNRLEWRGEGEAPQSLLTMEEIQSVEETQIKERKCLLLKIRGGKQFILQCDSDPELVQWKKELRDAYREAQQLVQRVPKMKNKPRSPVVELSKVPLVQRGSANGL
GLD-1 RNA inh: GLD-1-TGE RNA interaction inhibition (C. elegans); AID 2280; purified GLD-1 + fluorescein TGE RNA, fluorescence polarization; Q17339; 320,000 compounds, 0.44% hits; inhibition, % at 5.96 µM;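 active = percent inhibition above a per-plate cutoff, the plate mean of test compounds plus 3 SD, cut at about 30% in these data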;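 also: 0% = DMSO wells with GLD-1 and probe and 100% = wells lacking GLD-1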
Bcl-xL primary: Bcl-xL (human) inhibition; inhibition, % at 10.9 µM; GST-Bcl-xL / FITC-Bim BH3 peptide fluorescence polarization; 320,000 compounds, 0.7% hits; AID 2129; Q07817;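 active = inhibition above the mean of all tested compounds plus 3 SD, cutoff set per campaign, cut at about 30% in these data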;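 also: 0% = DMSO wells and 100% = unlabeled Bim-BH3 peptide competitor; inhibitors lower millipolarization by displacing the labeled peptide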
VLA-4 inh: inhibition in a human VLA-4 binding assay; P13612; VLA-4 expressing cells, ligand binding flow cytometry; inhibition, % (about 7 µM as worked out from the volumes in the protocol); 330,000 compounds, 0.2% hits; in the data active = inhibition above about 50%
Starred values were filed as active, the others as inactive; nt = no result given.

SMILES | MCL1-BIM inh | MEX-5 binding | CIT2 TOR yeast | Fam108B inh | AGP1-GFP MLPCN | GRK2 inh | GLD-1 RNA inh | Bcl-xL primary | VLA-4 inh
COc1ccc(NC(=O)CCN2C(=O)c3ccc([N+](=O)[O-])cc3C2=O)c(OC)c1 | -2 | 1.3 | 108 | 0 | 106 | 2 | 0 | 1 | -2
CC(Sc1nc2ccccc2c(=O)n1CCc1ccc(S(N)(=O)=O)cc1)C(=O)NC(N)=O (stereo unspecified) | -3 | 1.2 | 92 | -1 | 100 | 0 | 1 | 0 | -1
CCCc1c(C(=O)Nc2ccc(F)cc2C)cnn1-c1ccccc1 | 3 | -1.8 | 90 | -1 | 99 | 1 | -2 | 2 | 0
Cn1c(SCC(=O)Nc2cccc(S(=O)(=O)NC3=NCCCCC3)c2)nnc1-c1ccncc1 | -4 | -1.8 | 108 | -1 | 110 | 0 | -8 | -13 | -2
Cc1cc(N/N=C/c2ccc(O)cc2O)nc(-c2ccccc2O)n1 | 12 | -2.6 | 101 | 34* | 98 | 3 | 7 | 11 | 37
O=C(/C=C/c1ccco1)Nc1nc(-c2ccccn2)cs1 | 20 | -0.6 | 77 | 5 | 92 | 4 | 0 | 11 | -19
COCCNC(=S)N1CCN(C(c2ccccc2)c2ccccc2)CC1 | nt | 0.4 | 82 | nt | 83 | 0 | nt | nt | 1
COc1ccccc1NC(=O)c1cc2c(CO)cnc(C)c2oc1=Nc1ccc(OC)c(OC)c1 | 2 | 0.5 | 101 | 3 | 100 | 0 | -4 | 6 | 12
CCN(c1ccccc1C)S(=O)(=O)c1cc2c3c(c1)CCC(=O)N3CCC2 | -5 | 1.8 | 87 | 4 | 85 | 1 | -6 | -5 | 0
COc1ccc(CNC(=O)CCc2nc(-c3ccccc3F)no2)c(OC)c1 | 3 | -1.0 | 95 | -6 | 96 | 0 | -1 | 5 | 21
Cc1cccc(OCC(=O)NNC(=O)CCCCC(=O)NNC(=O)COc2cccc(C)c2)c1 | nt | nt | 107 | nt | 102 | 0 | nt | nt | 2
Cc1ccccc1OCc1occc1C(=O)Nc1cccc(-n2cnnn2)c1 | -3 | -2.2 | 100 | -26 | 107 | 2 | 2 | 2 | 4
CN(C)S(=O)(=O)c1ccc2oc(SCC(=O)c3c(N)n(C4CC4)c(=O)[nH]c3=O)nc2c1 | 7 | nt | 95 | nt | 104 | 0 | 8 | -5 | 13
CCc1nc2sc3ccccc3c(=O)c2c(=O)n1Cc1ccc(OC)cc1 | -5 | -0.9 | 98 | -2 | 101 | 2 | -4 | -3 | -4
O=S(=O)(c1ccc2c(c1)OCCO2)N1CCC(n2nnc3cc(C(F)(F)F)ccc32)CC1 | 1 | 0.1 | 97 | -7 | 100 | 0 | 5 | 4 | 9
Cn1c(=O)n(C)c2cc(NC(=O)COc3ccc(F)cc3)ccc21 | 5 | 0.6 | 100 | -1 | 95 | 1 | 8 | -7 | 13
Cc1nc(N2CCN(C(=O)c3cnccn3)CC2)c2c3c(sc2n1)CC(C(C)(C)C)CC3 (stereo unspecified) | -5 | 1.0 | 91 | -2 | 95 | 0 | -10 | -1 | 15
C=C(C)COc1ccc(-c2[nH]ncc2-c2ccc(OC)cc2)c(O)c1 | -1 | 0.1 | 94 | 7 | 96 | 2 | 3 | -1 | 12
O=C1c2ccccc2C(=O)N1CCCOc1ccccc1 | 9 | 1.7 | 100 | -1 | 100 | 1 | 9 | 0 | 1
Cc1ccc(-n2ncc3c2CCCC3NC(=O)CCc2cnccn2)cc1C (stereo unspecified) | 2 | 3.4 | 101 | 4 | 98 | 0 | -3 | 12 | 4

Continued, starting with the last 2 of the part before.
SMILES | MCL1-BIM inh | MEX-5 binding | CIT2 TOR yeast | Fam108B inh | AGP1-GFP MLPCN | GRK2 inh | GLD-1 RNA inh | Bcl-xL primary | VLA-4 inh
O=C1c2ccccc2C(=O)N1CCCOc1ccccc1 | 9 | 1.7 | 100 | -1 | 100 | 1 | 9 | 0 | 1
Cc1ccc(-n2ncc3c2CCCC3NC(=O)CCc2cnccn2)cc1C (stereo unspecified) | 2 | 3.4 | 101 | 4 | 98 | 0 | -3 | 12 | 4
COc1ccc(OC)c2c(C)cc(N3CCN(C(=O)c4ccc(F)cc4)CC3)nc12 | 3 | 0.7 | 100 | 4 | 103 | 0 | 4 | 2 | 4
COc1ccc(C2CC(C(F)(F)F)n3nc(C(=O)O)cc3N2)cc1OC (stereo unspecified) | -1 | -1.8 | 96 | -4 | 103 | 5 | 0 | 0 | 14
Cc1cc(C(=O)Cn2nnc(-c3ccc(Cl)cc3)n2)c(C)n1CC1CCCO1 (stereo unspecified) | -5 | -0.4 | 79 | -6 | 86 | 2 | 3 | -2 | 9
O=C(Nc1nc2ccccc2[nH]1)C1CCCO1 (stereo unspecified) | -1 | 2.0 | 103 | -1 | 102 | 5 | 5 | -3 | 9
COc1ccc(NC(=O)CSc2nc3ccncc3[nH]2)c(OC)c1 | 0 | 2.5 | 105 | 0 | 102 | 0 | -1 | -1 | 2
CCn1cc(C(=O)N(C)Cc2ccc(OC(F)F)cc2)c(=O)c2ccc(C)nc21 | 1 | -2.6 | 99 | -2 | 99 | 0 | 4 | 3 | 3
O=c1c2ccccc2nc2sc(Nc3cccc(Cl)c3)nn12 | -4 | nt | 97 | nt | 91 | 0 | 5 | -1 | 7
N#Cc1ccccc1COC(=O)CCN=C1NS(=O)(=O)c2ccccc21 | nt | nt | 100 | nt | 101 | 3 | 5 | nt | 4
Clc1ccccc1-c1nc(-c2cccnc2)no1 | 1 | -0.6 | 101 | -2 | 94 | 3 | 3 | 8 | -9
N#CCSc1ccccc1NC(=O)CN1C(=O)C(=O)N(Cc2ccccc2)C1=O | nt | nt | 106 | nt | 101 | 1 | -22 | nt | -137
O=C(NC1CCCC1)C(c1ccc(F)cc1)N(C(=O)c1csnn1)C1CCCC1 (stereo unspecified) | 7 | 1.3 | 100 | 2 | 100 | 4 | 8 | 5 | 11
CCn1c(SCC(=O)Nc2cc(C)c(Cl)cc2OC)nnc1-c1ccco1 | 2 | -1.4 | 95 | -5 | 107 | 3 | 4 | 4 | 9
COc1ccc(/C=N/Nc2ccc([N+](=O)[O-])cc2)cc1Cn1cc([N+](=O)[O-])cn1 | -81 | -1.8 | 93 | 16 | 89 | 4 | -3 | -34 | -47
O=C1NC(=S)SC1=C1CCCCCC1 | 9 | 0.0 | 84 | 0 | 94 | 1 | -3 | 5 | 6
CCOC(=O)N1CCC(NC(=O)CS(=O)Cc2nc(-c3ccc(C)cc3)oc2C)CC1 (stereo unspecified) | 4 | 1.9 | 101 | 3 | 97 | 3 | 1 | 6 | 13
CCCSCCCNC(=O)Cn1nc(CC)n2c(cc3c(OC)cccc32)c1=O | -1 | -0.6 | 106 | -11 | 103 | 0 | 4 | 4 | 4
COc1cccc(/C=N/Nc2ccc(C(=O)O)cc2)c1O | -2 | -3.3 | 107 | 1 | 111 | 10 | 1 | 7 | -12
CC1=NNC(=O)C1C(c1ccccc1)C(C#N)C#N (stereo unspecified) | 5 | 0.8 | 96 | -1 | 99 | 2 | -2 | 5 | 9
O=C(NCc1ccccc1F)C1CCCN1C(=O)NCc1ccccc1 (stereo unspecified) | 2 | 0.8 | 108 | 0 | 116 | 0 | -1 | 7 | 33
CCOCCCNC(=O)CCc1ccc(S(=O)(=O)Nc2ccc(C)cc2)cc1 | -4 | 0.8 | 96 | -3 | 109 | 1 | 2 | 3 | 5
NC(=O)CC[C@H](NC(=O)c1ccc(F)cc1)C(=O)OCC(=O)Nc1c(F)c(F)c(F)c(F)c1F | 6 | -4.6 | 101 | -7 | 109 | 0 | -4 | 3 | 0
Cn1c2c(c(=O)n(C)c1=O)CN(Cc1ccco1)CN2 | -3 | 0.4 | 95 | 2 | 94 | 1 | 6 | -2 | -3
COc1ccccc1N1CCN(C(=O)Cn2ncc3c([nH]c4ccccc43)c2=O)CC1 | -2 | -0.7 | 111 | -1 | 104 | 0 | 5 | -2 | 9
COc1cccc(-c2nc(CS(=O)(=O)CC(=O)Nc3ccccc3Cl)c(C)o2)c1 | 1 | -0.7 | 96 | -3 | 97 | 1 | 4 | 7 | 12
O=C(CSc1nc2ccccc2o1)Nc1ccccc1N1CCOCC1 | -9 | 1.3 | 91 | -5 | 96 | 0 | -6 | -5 | 2
CC(C)CN(C(=O)COC(=O)CCc1nc2ccccc2s1)c1c(N)n(Cc2ccccc2)c(=O)[nH]c1=O | 2 | -0.1 | 98 | -6 | 103 | 0 | 1 | 0 | 2
CCc1nc(SCC(=O)Nc2ccccc2)c2c(=O)n(C)c(=O)n(C)c2n1 | -5 | 0.7 | 101 | -3 | 100 | 0 | 5 | 3 | 12
Cc1ccc(OCc2ccc(C(=O)N3CCOCC3)cc2)cc1C | 0 | -1.0 | 101 | -1 | 99 | 0 | -2 | 1 | 7
Oc1ccc(/C=N/n2cnn(Cc3ccccc3Cl)c2=S)c(O)c1 | -6 | -0.7 | 91 | -2 | 99 | 3 | 3 | 4 | 8
COc1cc(NC(=O)CCN2CC(C)OC(C)C2)cc(OC)c1 (stereo unspecified) | 3 | 2.2 | 109 | 5 | 101 | 0 | -3 | 0 | -2
CC1(C(=O)NCc2cccnc2)CCC(=O)N1CCc1ccccc1 (stereo unspecified) | 1 | 1.0 | 105 | 0 | 101 | 0 | -2 | 5 | -15
COc1cccc(-c2cc(C(=O)N3CCN(Cc4ccccc4)CC3)no2)c1 | 9 | 2.0 | 96 | -4 | 97 | 0 | 4 | 6 | 5
COc1ccc(/C=C/C(=O)NC(=S)NNC(=O)c2cccnc2)cc1OC | 3 | -1.5 | 91 | 3 | 92 | 0 | 4 | 2 | -1

Of the compounds above, these contain an NH in an aromatic ring:
SMILES | MCL1-BIM inh | MEX-5 binding | CIT2 TOR yeast | Fam108B inh | AGP1-GFP MLPCN | GRK2 inh | GLD-1 RNA inh | Bcl-xL primary | VLA-4 inh
CN(C)S(=O)(=O)c1ccc2oc(SCC(=O)c3c(N)n(C4CC4)c(=O)[nH]c3=O)nc2c1 | 7 | nt | 95 | nt | 104 | 0 | 8 | -5 | 13
C=C(C)COc1ccc(-c2[nH]ncc2-c2ccc(OC)cc2)c(O)c1 | -1 | 0.1 | 94 | 7 | 96 | 2 | 3 | -1 | 12
O=C(Nc1nc2ccccc2[nH]1)C1CCCO1 (stereo unspecified) | -1 | 2.0 | 103 | -1 | 102 | 5 | 5 | -3 | 9
COc1ccc(NC(=O)CSc2nc3ccncc3[nH]2)c(OC)c1 | 0 | 2.5 | 105 | 0 | 102 | 0 | -1 | -1 | 2
COc1ccccc1N1CCN(C(=O)Cn2ncc3c([nH]c4ccccc43)c2=O)CC1 | -2 | -0.7 | 111 | -1 | 104 | 0 | 5 | -2 | 9
CC(C)CN(C(=O)COC(=O)CCc1nc2ccccc2s1)c1c(N)n(Cc2ccccc2)c(=O)[nH]c1=O | 2 | -0.1 | 98 | -6 | 103 | 0 | 1 | 0 | 2

Source: PubChem BioAssay (several laboratories)
